aDG glyco act – activators of alpha-DG glycosylation, primary screen, uHTS, Pro5-aDG cells, AlphaScreen; alpha-DG glycosylation AlphaScreen (IIH6); 0% Pro5, 100% B10-LARGE cell signal; activation, % at 10 µM; 0.22% of 360,000 active; AID 624168, 2012;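 active means activation of at least 8% versus controls, or a plate z-score of at least 8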;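 further: Pro5 are CHO cells carrying HIG-tagged alpha-DG that lacks glycosylation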
PDI inh – inhibitors of human PDI, primary screen, biochemical, turbidity, single point, plate reader. 0.052% of 350,000 active. inhibition, % at 10 µM. AID 588391, 2011. PDI insulin aggregation turbidity, A650, 90 min;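 active means mean inhibition across replicates of 30% or more, whatever share of single replicates reach that level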;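 further: absorbance from insulin aggregation driven by PDI reduction with DTT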
Target sequence (P07237 whole entry, looked up): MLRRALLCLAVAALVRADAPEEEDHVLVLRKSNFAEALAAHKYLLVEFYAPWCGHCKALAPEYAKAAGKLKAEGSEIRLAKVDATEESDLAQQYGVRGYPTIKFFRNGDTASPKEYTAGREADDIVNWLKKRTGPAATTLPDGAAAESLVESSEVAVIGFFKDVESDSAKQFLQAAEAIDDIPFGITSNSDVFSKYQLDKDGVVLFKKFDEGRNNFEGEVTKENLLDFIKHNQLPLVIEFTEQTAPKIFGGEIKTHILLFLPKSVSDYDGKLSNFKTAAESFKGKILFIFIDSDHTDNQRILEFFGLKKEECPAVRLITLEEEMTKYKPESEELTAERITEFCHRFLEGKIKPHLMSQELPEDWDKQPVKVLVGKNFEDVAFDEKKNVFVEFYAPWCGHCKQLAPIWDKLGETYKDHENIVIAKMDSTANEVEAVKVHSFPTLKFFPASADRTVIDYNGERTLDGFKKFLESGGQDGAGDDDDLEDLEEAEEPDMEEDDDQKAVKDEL
Peg3 promoter – Peg3 promoter-driven luciferase inhibitors, primary screen, cell-based, HeLa, luciferase luminescence; HeLa PEG-Prom luciferase reporter, overnight; inhibition, % at 20 µM; 1.7% of 360,000 active;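 active means inhibition of at least 50% at 20 µM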
TRPM1 prom inh – inhibitors of MITF-dependent TRPM1 promoter reporter, primary screen, cell-based, SK-MEL-5, single point, luciferase; SK-MEL-5 TRPM1 promoter luciferase, 24 h; inhibition, % at 12.5 µM; 0.83% of 330,000 active; AID 488899, 2010;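 active means mean inhibition across replicates of 60% or more, whatever share of single replicates reaches that level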; further: values of inactives mirror those of a sister screen read the other way
CaV13 ICDI inh – Primary screen for inhibitors of IQ motif and Ca2+-dependent inactivation inhibitor domain binding in CACNA1D, Förster resonance energy transfer in living cells, …; HEK cells, CFP/YFP FRET ICDI-IQ, plate reader, 10 min; percent FRET-ratio fall versus neutral wells; inhibition, % at 12.3 µM; 0.098% of 340,000 active;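 active means mean replicate inhibition of at least 30% and at least 1% of replicates passing that level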;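 further: 0% = median of the neutral control wells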
iPSC survival up – enhancers of single-cell hiPSC survival, primary screen, ATPlite luminescence; survival enhancement, % at 20 µM; AID 602274, 2012; 100% = ROCK inhibitor wells, 0% = DMSO; 0.044% of 360,000 active; in the data active means survival enhancement above about 18%;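 further: cells exposed to compounds for 16 hours before the ATP read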
HIF-2a block – HIF-2a reporter inhibitors, primary screen, luminescence, 786-0 RCC cells; AID 624352, 2012; 0.72% of 360,000 active; inhibition, % at 18.8 µM; 786-0 RCC cells HIF-2a reporter, luciferase luminescence, overnight;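 active means inhibition of the luminescence signal of 40% or more relative to plate controls, in a single-dose primary screen at 18.75 µM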
Vif imaging – HIV Vif self-association inhibitors, primary screen, imaging, HEK293T, single point. HEK293T cells, Vif self-association by quenched fluorescence, 24 h. inhibition, % at 7.49 µM. 0.35% of 340,000 active; in the data active means inhibition above about 50%, passing the limit was not always enough; further: some results filed as inactive read as strong as hits
NR2E3 ag-1 – NR2E3 agonists in two-hybrid cells, primary screen, cell-based, luminescence, CHO-S, Gal4-NCOR/VP16-NR2E3 | luciferase | inhibition of corepressor binding, % at 3.98 µM | AID 602229, 2012 | 0.35% of 360,000 active | Photoreceptor-specific nuclear receptor (Homo sapiens), Q9Y5X4;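 active means inhibition above the mean of all tested compounds plus 3 SD, cut at about 70% in these data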;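 further: 0% = DMSO with NR2E3 transfected cells and 100% = cells lacking NR2E3 construct; higher means lower luciferase signal from less NR2E3 corepressor binding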
Target sequence (Q9Y5X4 whole entry, looked up, the tested form may be a part): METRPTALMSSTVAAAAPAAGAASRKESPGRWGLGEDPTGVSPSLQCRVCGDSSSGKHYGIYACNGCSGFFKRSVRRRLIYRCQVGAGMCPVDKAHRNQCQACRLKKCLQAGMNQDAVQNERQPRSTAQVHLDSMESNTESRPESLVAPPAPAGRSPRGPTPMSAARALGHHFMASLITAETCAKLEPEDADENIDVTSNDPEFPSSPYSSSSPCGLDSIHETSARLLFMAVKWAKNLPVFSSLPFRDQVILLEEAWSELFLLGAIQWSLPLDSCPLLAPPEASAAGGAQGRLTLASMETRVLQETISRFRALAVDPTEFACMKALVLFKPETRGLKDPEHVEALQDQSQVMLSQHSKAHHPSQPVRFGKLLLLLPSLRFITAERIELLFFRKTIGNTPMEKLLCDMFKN
NR2E3 ag-2 – inhibitors of NR2E3-RetCOR corepressor binding, primary screen, NR2E3 agonist project, biochemical, TR-FRET, GST-NR2E3, biotin-RetCOR; AID 2300, 2010; inhibition of corepressor binding, % at 4.78 µM; Photoreceptor-specific nuclear receptor (Homo sapiens), Q9Y5X4; 1536-well; 0.12% of 320,000 active;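 active means percent inhibition above the cutoff of mean plus 3 SD of all tested compounds, set per screening campaign, cut at about 20% in these data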;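 further: 0% = DMSO wells and 100% = biotin wells as full block of FRET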
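Format: 1536-well format; test system: GST-NR2E3 and biotin-RetCOR proteins; read-out basis: percent inhibition of TR-FRET ratio; timing: 5 h incubation at 4 °C; detection: time-resolved FRET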
Granule exo inh – LAMP-1 surface exposure blockers, TALL-104 cells – cell-based, flow cytometry, MLPCN library, primary screen | inhibition, % at 10 µM | 0.66% of 360,000 active | TALL-104 LAMP-1 surface exposure; cells stimulated with thapsigargin and PMA;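 active means inhibition above about 55%, limit read from the data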
* hit, by the source's call; · = no result given.

cpd	compound	NR2E3 ag-1	PDI inh	Granule exo inh	TRPM1 prom inh	NR2E3 ag-2	HIF-2a block
1	CCCN(CC(=O)Nc1ccccc1OC)C(=O)CC1CCCC1	7	13	0	7	-2	7
2	CCOC(=O)Nc1ccc2c(c1)N(C(=O)N(C)C)c1ccccc1CC2	-21	1	1	9	3	-4
3	CCCNC(=O)OCc1cccnc1Sc1ccc(C)cc1	-62	3	-1	-32	1	-164
4	COc1ccc(C(=O)CN(C(=O)c2ccc(Cl)cc2)N2C(=O)c3ccccc3C2=O)cc1	-11	2	-4	-5	-1	-3
5	CSc1nsc(SC)c1NC(=O)OCC1CCCO1 (configuration not stated)	-14	-5	4	5	3	17
6	O=c1c2cc(Cl)ccc2nc(-c2ccc(Cl)c(Cl)c2)n1O	-50	5	3	28	2	-9
7	COc1nc(OCCNS(=O)(=O)c2ccc(C)cc2)nc(N(C)C)n1	27	-4	28	1	1	10
8	Cc1ccc(CN2CCC[C@]3(N[C@H](c4ccc(C(F)(F)F)cc4)[C@@H]4C(=O)N(C)C(=O)[C@@H]43)C2=O)cc1	-12	-4	3	·	·	5
9	CCCOc1ccc([N+](=O)[O-])cc1C1NC(=S)NC(c2ccccc2)=C1C(=O)OCC (configuration not stated)	-23	-2	-4	5	3	22
10	Cc1ccc(C(=O)O)cc1-c1ccc(/C=C2\SC(=O)N(CC(=O)Nc3ccccc3)C2=O)o1	-3	-10	-1	5	-3	20

cpd	CaV13 ICDI inh	Peg3 promoter	iPSC survival up	Vif imaging	aDG glyco act
1	-2	10	-0.2	5	0.1
2	-1	0	-1.8	·	-0.3
3	-5	-94	1.4	-6	0.4
4	-10	6	-0.3	4	0.3
5	-9	3	-2.6	-8	0.1
6	-5	39	0.1	7	0.2
7	-4	-1	-0.3	-4	-0.1
8	-1	11	-0.8	·	0.1
9	·	30	-4.5	-6	0.4
10	-4	29	1.7	1	-0.1

Among those listed so far, these contain an aryl thioether with sulfur outside any ring:
cpd	compound	NR2E3 ag-1	PDI inh	Granule exo inh	TRPM1 prom inh	NR2E3 ag-2	HIF-2a block
3	CCCNC(=O)OCc1cccnc1Sc1ccc(C)cc1	-62	3	-1	-32	1	-164
5	CSc1nsc(SC)c1NC(=O)OCC1CCCO1 (configuration not stated)	-14	-5	4	5	3	17

cpd	CaV13 ICDI inh	Peg3 promoter	iPSC survival up	Vif imaging	aDG glyco act
3	-5	-94	1.4	-6	0.4
5	-9	3	-2.6	-8	0.1

(list continues)
cpd	compound	NR2E3 ag-1	PDI inh	Granule exo inh	TRPM1 prom inh	NR2E3 ag-2	HIF-2a block
11	Cc1cccc2cc(C(c3nnnn3C(C)(C)C)N3CCN(C(=O)c4ccco4)CC3)c(=O)[nH]c12 (configuration not stated)	-10	-2	-5	1	2	-4
12	C=CCn1c(SCC(=O)N(C(C)CC)C2CCS(=O)(=O)C2)nc2ccccc2c1=O (configuration not stated)	-33	0	1	-4	·	25
13	CN(C)c1ccc(/C=C/c2cc[n+](C)cc2)cc1	1	-7	-5	-10	11	-16
14	CC(C)=Cc1oc2ccc([N+](=O)[O-])cc2c1N1CC(C)OC(C)C1 (configuration not stated)	-5	-3	-2	9	2	16
15	O=CNc1cc2c(cc1Br)-c1ccccc1C2O (configuration not stated)	-7	-13	6	18	·	-25
16	CC(NC(=O)COC(=O)c1cc2ccccc2cc1O)c1ccccc1 (configuration not stated)	-21	3	2	10	·	-9
17	COc1ccc(C(=O)c2sc(Nc3ccccc3)nc2N)cc1	-4	-7	6	-94	·	-289
18	COc1ccc(C#Cc2cnc3c(c2)C(=O)N([C@H](C)CO)C[C@H](C)[C@@H](CN(C)C(=O)Nc2cccc(OC)c2)O3)cc1	5	9	0	·	·	4
19	CC1(C)C(c2ccccc2)=NC(c2ccccc2)N1O (configuration not stated)	-26	-15	-7	8	-1	-2
20	CCCCOc1cccc(NC(=O)CSc2nccn2C)c1	-7	0	-2	-12	2	-77

cpd	CaV13 ICDI inh	Peg3 promoter	iPSC survival up	Vif imaging	aDG glyco act
11	-9	6	-1.0	0	-0.1
12	-5	13	2.0	-9	0.2
13	-10	-27	0.0	25	-0.1
14	-5	20	-0.3	-4	0.0
15	-6	-3	8.1	0	-0.1
16	-7	-12	-0.6	-2	-0.1
17	-6	-137	0.0	-1	-0.3
18	-4	-20	-0.5	0	0.0
19	-4	19	-0.5	-10	-0.3
20	-4	-42	-2.4	5	0.2

Additional structures.
cpd	compound	NR2E3 ag-1	PDI inh	Granule exo inh	TRPM1 prom inh	NR2E3 ag-2	HIF-2a block
21	COc1cccc(-n2c(CNC(=O)OC(C)(C)C)n[nH]c2=S)c1	-16	-9	2	8	-3	20
22	Cc1ccc(C(=O)NCCN2CCCC2)cc1	-28	-7	-6	4	-2	12
23	CCc1nc2c(OCc3ccc(Cl)cc3)cccn2c1N(C=O)Cc1ccc(OC)cc1	-10	8	-2	·	·	-20
24	O=C(NCc1ccncc1)C(=O)Nc1nc2ccccc2s1	-83	7	14	-2	3	-70
25	O=C(OCc1cc2ccccc2[nH]c1=O)C1CCCO1 (configuration not stated)	-5	5	-1	8	3	14
26	O=C(OCCOCCN=C1NS(=O)(=O)c2ccccc21)c1ccccc1	1	-59	1	3	1	11
27	COc1ccc(CN2CCNC(=O)C2CC(=O)NCCc2nc(C)c(C)s2)cc1C (configuration not stated)	-3	2	3	10	2	-7
28	O=C(Nc1ccc2ccccc2c1)N1CCN(c2ncccc2C(F)(F)F)CC1	-10	-2	-3	6	1	-3
29	COC(=O)C1C2C=CC3(CN(CCc4ccccc4)C(=O)C13)O2 (configuration not stated)	-18	7	-4	2	1	8
30	COc1ccc(C(CNC(=O)C2COc3ccccc3O2)N2CCCC2)cc1 (configuration not stated)	-8	-3	0	3	6	4

cpd	CaV13 ICDI inh	Peg3 promoter	iPSC survival up	Vif imaging	aDG glyco act
21	-5	-10	-3.2	-9	-0.1
22	-5	-2	-1.9	-4	0.0
23	-3	-6	3.1	-11	0.2
24	-3	-25	-0.9	-4	-0.2
25	-2	-10	0.4	0	0.0
26	-4	4	0.1	14	0.3
27	-8	-6	-0.3	-9	-0.2
28	-5	18	-2.6	-2	0.1
29	·	-4	5.5	-6	-0.2
30	-6	1	-0.3	0	-0.3

Continuation.
cpd	compound	NR2E3 ag-1	PDI inh	Granule exo inh	TRPM1 prom inh	NR2E3 ag-2	HIF-2a block
31	Cc1ccc(CNC(=O)C(=O)NCC2CCCO2)cc1 (configuration not stated)	-8	-1	-3	-2	-2	-14
32	CCN(Cc1ccccc1)C(=O)COC(=O)[C@@H]1CCCN1C(=O)c1cccs1	0	-1	-2	4	·	10
33	O=C(COC(=O)C1=COCCO1)Nc1cc(S(=O)(=O)N2CCCCC2)ccc1Cl	7	-11	-2	3	3	18
34	COc1ccc(-c2ccc(CN3C(CC(C)C)C(=O)N(Cc4cn(Cc5ccco5)nn4)CCS3(=O)=O)cc2)cc1OC (configuration not stated)	-12	2	1	·	·	10
35	O=c1c2c(-c3cccs3)csc2ncn1/N=C/c1ccccn1	12	4	6	-8	-3	5
36	O=C(NC(=S)Nc1ccccc1OC(F)F)c1ccc2c(c1)OCO2	-38	-16	-11	-43	·	-112
37	CCOc1ccccc1/C=N/n1c(C)nc2ccccc2c1=O	-15	23	-8	0	7	-2
38	O=C(c1ccc(F)cc1)n1c(NCc2ccccc2)n[nH]c1=S	-33	-4	0	-16	6	-24
39	Brc1cccc(/C=N/Nc2nn[nH]n2)c1	-31	-5	-3	36	1	10
40	NC(=O)c1nn(-c2cccc(Cl)c2)c(=O)cc1O	6	-7	0	11	-1	8

cpd	CaV13 ICDI inh	Peg3 promoter	iPSC survival up	Vif imaging	aDG glyco act
31	-4	6	0.7	-1	0.2
32	-16	4	-3.0	11	0.2
33	6	15	-0.5	5	-0.1
34	-10	-6	0.2	-4	-0.1
35	-20	9	-0.3	-5	0.0
36	-2	-57	-1.5	5	0.0
37	-3	-1	5.7	-6	0.3
38	-1	-23	-0.2	-9	0.1
39	-1	3	-1.1	3	0.5
40	-5	-1	-1.2	-5	-0.3

(listing goes on)
cpd	compound	NR2E3 ag-1	PDI inh	Granule exo inh	TRPM1 prom inh	NR2E3 ag-2	HIF-2a block
41	N#Cc1c(NC(=O)COC(=O)c2ccc(O)cc2O)sc2c1CCC2	5	5	0	-18	3	-8
42	CC(Oc1ccc(Cl)cc1Cl)C(=O)/C=C/N(C)C (configuration not stated)	-4	8	-2	-2	0	0
43	Cc1ccc(-n2c([C@@H]3C[C@H]3c3ccccc3)n[nH]c2=S)cc1	-58	-17	0	6	4	0
44	O=C(Nc1ccc(Cl)cc1)N1CCN(c2ncccn2)CC1	-13	-4	1	-25	-3	-39
45	Cc1ccc(-n2nnnc2SCc2nc3sc(C)c(C)c3c(=O)[nH]2)cc1	-19	0	-5	-7	0	1
46	CN1CCC(=NNC(=O)CN(c2ccc([N+](=O)[O-])cc2)S(=O)(=O)c2ccccc2)CC1	16	0	5	0	5	6
47	COc1cccc(C2N(c3cccc(Cl)c3)C(=O)C3CCCN32)c1 (configuration not stated)	-4	·	-3	4	4	4
48	COc1ccc(CNC(=O)c2ccccc2SCC(=O)N2CCCC2)cc1OC	-36	5	-1	-4	-4	-73

cpd	CaV13 ICDI inh	Peg3 promoter	iPSC survival up	Vif imaging	aDG glyco act
41	-12	-13	-0.1	-4	0.1
42	-4	5	-1.3	-14	0.1
43	-5	0	0.1	·	-0.2
44	-7	-51	-0.1	0	0.3
45	-7	3	1.4	4	0.1
46	-8	1	-0.5	-16	0.0
47	-5	2	0.0	-1	-0.2
48	-6	-45	0.6	·	-0.2
